# High-throughput results as filed in PubChem BioAssay.
# influenza NS1A – H1N1 influenza NS1A inhibitors, functional cell based assay (AID 504329); inhibition, % at 12.5 µM; hits with a dose series show IC50 in µM; NS1A functional cell-based assay, percent inhibition; higher % means a stronger effect; 340,000 tested, 0.3% active; in the data active = a potency from the dose series; inconclusive = inhibition above about 27% without an active follow-up result; also: strong numbers were not always called active
# PhoP GFP inhibition – PhoP regulon inhibitors, Salmonella typhi PhoP promoter GFP reporter, confirmatory (AID 1850); Salmonella Typhi PhoP-promoter GFP reporter, fluorescence, 4 h; higher % means a stronger effect; inhibition, % at 50 µM; hits with a dose series show IC50 in µM; 310,000 tested, 0.33% active; in the data active = a potency from the dose series; inconclusive = inhibition mostly from about 25% at the one dose, without a potency; inactive = the rest, 99 in 100 with inhibition below about 19%;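 also: 0% = induced wells with vehicle and 100% = uninduced wells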
# M. tuberculosis – growth inhibition of non-replicating M. tuberculosis (AID 488890); Mycobacterium tuberculosis non-replicating, growth inhibition; higher % means a stronger effect; inhibition, % at 25 µM, or IC50 in µM where a hit was titrated; 320,000 tested, 0.39% active; in the data active = a potency from the dose series; inconclusive = inhibition mostly from about 82% at the one dose, without a potency; inactive = the rest, 99 in 100 with inhibition below about 76%;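 also: plate controls were DMSO cells for no effect and high antibiotic wells for full effect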
# inhibitors of VEEV – inhibitors of VEEV TC-83 cytopathic effect, confirmation, Vero cells (AID 588727) | 350,000 tested, 0.13% active | one-dose inhibition, % at 20 µM; IC50 in µM for titrated hits | Vero cells, VEEV TC-83 cytopathic effect inhibition; higher % means a stronger effect; in the data active = a potency from the dose series; inconclusive = inhibition mostly from about 14% at the one dose, without a potency; inactive = the rest, 99 in 100 with inhibition below about 12%; also: strong numbers were not always called active
# M. tuberculosis HTS – M. tuberculosis growth inhibition, HTS (AID 449762); 330,000 tested, 0.59% active; M. tuberculosis H37Rv growth inhibition, 7H9 media; higher % means a stronger effect; inhibition, % at 25 µM; hits with a dose series show IC50 in µM; in the data active = a potency from the dose series; inconclusive = inhibition above about 70% without an active follow-up result;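 also: bacterial growth assessed after seven days of incubation; strong numbers were not always called active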
# inhibitors of VEEV 10K pilot screen – recorded beside inhibitors of VEEV, whose call it bears; inhibition, %; measured here: 10K pilot screen inhibition
# Active calls of the source: *; i = inactive; ? = inconclusive; · = no result given; & = joins results of further samples.
SMILES,influenza NS1A,PhoP GFP inhibition,M. tuberculosis,inhibitors of VEEV,M. tuberculosis HTS,others
CC1CCCCN1Cc1c(C#N)c2ccccc2n1C (configuration not stated),-18%,-10%,9%,1.6%,-7%,
Nc1nc(-c2cc(-c3ccccc3)no2)cs1,25%,6%,6%,1.9%,5%,
CCN(Cc1nc(-c2ccccc2)no1)C(=O)c1ccc2c(c1)OCO2,-7%,-12%,6%,1.6%,8%,
COc1nc(OC)nc(N2CCC(C(=O)Nc3cccc4c3CCCC4)CC2)n1,-2%,-1%,6%,1.3%,13%,
O=C(NC(=S)Nc1c(Cl)ccc2nsnc12)c1ccco1,-10%,-8%,55%,i,-13%,
O=C(O)/C=C/C(=O)Nc1cccc2cccnc12,-5%,2%,-26%,i,12%,
CC(C)Cn1c(-c2csc3c2CCCC3)n[nH]c1=S,28%,-13%,4%,i,-7%,
COc1cccc(C2C(C(=O)c3ccco3)=C(O)C(=O)N2CCN(C)C)c1OC (configuration not stated),-4%,-1%,-13%,0.8%,-1%,
CC(=O)Nc1ccccc1NC(=O)c1cc(C)ccc1C,-3%,-1%,-18%,1.6%,-4%,
CCN(CC)CCN1C(=O)c2ccccc2NC1c1ccccc1F (configuration not stated),-3%,0%,-3%,0.2%,4%,
CC(C)NC(=O)CCS(=O)(=O)c1ccc(Br)s1,-8%,1%,3%,0.8%,4%,
CCOC(=O)c1cccc(-n2c(C)nc3ccccc3c2=O)c1,14%,16%,-6%,3.1%,-7%,inhibitors of VEEV 10K pilot screen=0.4
Cn1c(-c2ccccc2)cc2ccccc21,-2%,-7%,·,0.7%,-4%,
O=c1ccc2cc3c(-c4ccccc4)coc3cc2o1,3%,-6%,-2%,i,-2%,
COC(=O)c1sccc1NC(=O)Nc1ccc(F)cc1,-10%,-6%,1%,0.2%,6%,
Cc1cc(C(F)(F)F)n(-c2nc(C(=O)Nc3cccnc3)cs2)n1,-4%,-1%,32%,1.0%,8%,
Cc1ccc2nc(NCc3ccco3)c(C=NCc3ccco3)c(=O)n2c1,5%,-14%,·,i,4%,
Cc1nc(N2CCOCC2)nc2c1CCCC2,-14%,13%,-9%,2.6%,2%,
Cc1ccc(C2C(C(=O)c3cc4ccccc4o3)=C(O)C(=O)N2CCN(C)C)o1 (configuration not stated),11%,·,·,i,·,
O=C(CSc1nnc(-c2cccs2)n1Cc1ccco1)c1ccc2c(c1)OCO2,-19%,0%,22%,9.9%,4%,
CCOC(=O)C(=N/O)/C(C)=N/NC(=O)C(=O)Nc1ccc(Cl)cc1,1%,2%,11%,2.1%,-7%,
Cc1cc(C(=O)COC(=O)COc2ccc(C#N)cc2)c(C)n1C1CC1,-3%,-4%,47%,1.4%,4%,
CCOC(=O)C1(Cc2ccccc2)CCN(Cc2cnc(N3CCOCC3)s2)CC1,8%,-4%,4%,0.8%,-4%,
Cc1c(C=Nc2ccc(S(=O)(=O)CCO)cc2)c(O)[nH]c(=O)c1C#N,4%,-7%,3%,2.3%,1%,
Cc1ccc2c(c1)N(C(C)C(=O)NCc1cccs1)C(=O)CO2 (configuration not stated),-15%,16%,17%,i,-15%,

# Nothing new here: entries from further up.
SMILES,influenza NS1A,PhoP GFP inhibition,M. tuberculosis,inhibitors of VEEV,M. tuberculosis HTS,others
CC1CCCCN1Cc1c(C#N)c2ccccc2n1C (configuration not stated),-18%,-10%,9%,1.6%,-7%,
Nc1nc(-c2cc(-c3ccccc3)no2)cs1,25%,6%,6%,1.9%,5%,
CCN(Cc1nc(-c2ccccc2)no1)C(=O)c1ccc2c(c1)OCO2,-7%,-12%,6%,1.6%,8%,
COc1nc(OC)nc(N2CCC(C(=O)Nc3cccc4c3CCCC4)CC2)n1,-2%,-1%,6%,1.3%,13%,
O=C(NC(=S)Nc1c(Cl)ccc2nsnc12)c1ccco1,-10%,-8%,55%,i,-13%,
O=C(O)/C=C/C(=O)Nc1cccc2cccnc12,-5%,2%,-26%,i,12%,

# Among those listed so far, 2 contain an aryl methoxy group:
SMILES,influenza NS1A,PhoP GFP inhibition,M. tuberculosis,inhibitors of VEEV,M. tuberculosis HTS,others
COc1nc(OC)nc(N2CCC(C(=O)Nc3cccc4c3CCCC4)CC2)n1,-2%,-1%,6%,1.3%,13%,
COc1cccc(C2C(C(=O)c3ccco3)=C(O)C(=O)N2CCN(C)C)c1OC (configuration not stated),-4%,-1%,-13%,0.8%,-1%,

# Other compounds follow:
SMILES,influenza NS1A,PhoP GFP inhibition,M. tuberculosis,inhibitors of VEEV,M. tuberculosis HTS,others
CN(C)S(=O)(=O)c1cccc2c1C(=O)c1ccccc1C2=O,5%,-5%,22%,2.2%,2%,
CCCC(=O)N1c2ccc(-c3csc(N)n3)cc2CC1C (configuration not stated),5%,7%,7%,i,-6%,
CCOC(=O)Cn1nc(C)c(NC(=O)COc2ccccc2[N+](=O)[O-])c1C,7%,3%,-6%,0.4%,-12%,
Cc1ccc(N2CC(C(=O)Nc3ccc(C)c(S(=O)(=O)N(C)C)c3)CC2=O)cc1 (configuration not stated),-9%,0%,4%,10.0%,3%,
Cc1ccc(N(C(=O)CNC(=O)c2ccco2)C(C(=O)NC2CCCCC2)c2cccnc2)cc1C (configuration not stated),-7%,-2%,9%,i,4%,
C#C[C@@]1(O)CCC2C3CCC4=C/C(=N/OCC(=O)NC(CCC(N)=O)C(=O)O)CC[C@]4(C)C3CC[C@@]21C (some centres not stated),-5%,-9%,-4%,0.9%,-2%,
c1ccc(Cn2nnnc2C(c2ccccn2)N2CCOCC2)cc1 (configuration not stated),-12%,-9%,-2%,i,-2%,
CN(CCOc1ccccc1)C(=O)C1CCC(=O)N(CCN2CCOCC2)C1 (configuration not stated),9%,1%,10%,0.8%,-4%,
CN(CC(=O)Nc1ccccc1Br)C(=O)CNC(=O)c1ccc(Oc2ccccc2)cc1,2%,-6%,5%,1.4%,-4%,
CC(=O)N/N=C(\C)C1COc2ccccc2O1 (configuration not stated),-10%,0%,4%,1.8%,5%,
COCCn1c(=NC(=O)c2ccccc2[N+](=O)[O-])sc2cc(S(C)(=O)=O)ccc21,-6%,-2%,1%,i,-1%,
Cn1c(=O)c([N+](=O)[O-])c(-n2ccnc2)c2ccccc21,3%,-10%,73%,?,-3%,
O=C1C=C(c2ccccc2Oc2ccccc2)C[C@@H](c2ccc3c(c2)OCO3)C1,-20%,·,-11%,3.3%,2%,
COC(=O)Nc1nc(C)c(C(=O)N(C)C)s1,-13%,-2%,-13%,0.2%,4%,
Cc1nc(N)nc(N)c1CCCc1ccc(Cl)c(Cl)c1,-9%,36µM*,?,?,78µM*,
O=C(CCS(=O)(=O)c1ccccc1)NNC(=O)CSc1ccccc1F,-15%,·,4%,1.6%,-7%,
CC(C)[C@H](NC(=O)N1CCC(Cc2ccccc2)CC1)C(=O)O,-3%,-8%,-20%,1.3%,-5%,
Cc1ccc(C#N)c(SCc2nnc(-c3ccc(Cl)cc3)o2)n1,15%,-7%,39%,1.0%,3%,
O=S1(=O)N=C(N(Cc2cccs2)c2ccc(O)cc2)c2ccccc21,3%,2%,16%,1.5%,3%,
CC(=O)c1cccc(NC(=O)N2CCCC2C(=O)NCc2ccc3c(c2)OCO3)c1 (configuration not stated),2%,-4%,20%,1.9%,5%,
CS/C(=N\S(=O)(=O)c1cccs1)Nc1ccc(N2CCOCC2)cc1,-8%,4%,2%,0.5%&0.3%,1%,
Cc1cc(C(=O)COC(=O)C2=COCCO2)c(C)n1-c1cccc(F)c1,-2%,6%,7%,4.1%,4.8µM*,
CCOc1ccc(Cl)cc1CNCCNCCO,1%,5%,14%,0.8%,-4%,
O=C(NCCN1CCOCC1)c1ccc(NS(=O)(=O)c2ccccc2)cc1,-3%,2%,-5%,3.2%,1%,
Cc1ccc(-n2nnnc2SCC#N)cc1,10%,2%,2%,i,-10%,

# Part of the list above in order of number of heavy atoms, highest first:
SMILES,influenza NS1A,PhoP GFP inhibition,M. tuberculosis,inhibitors of VEEV,M. tuberculosis HTS,others
C#C[C@@]1(O)CCC2C3CCC4=C/C(=N/OCC(=O)NC(CCC(N)=O)C(=O)O)CC[C@]4(C)C3CC[C@@]21C (some centres not stated),-5%,-9%,-4%,0.9%,-2%,
CCOC(=O)C(=N/O)/C(C)=N/NC(=O)C(=O)Nc1ccc(Cl)cc1,1%,2%,11%,2.1%,-7%,
O=C(NC(=S)Nc1c(Cl)ccc2nsnc12)c1ccco1,-10%,-8%,55%,i,-13%,

# (more compounds)
SMILES,influenza NS1A,PhoP GFP inhibition,M. tuberculosis,inhibitors of VEEV,M. tuberculosis HTS,others
CC(Sc1ccc(Cl)cc1)C(=O)NCC(c1ccco1)N1CCCCC1 (configuration not stated),0%,-4%,8%,5.2%,-1%,
Clc1cccc(CN2COc3c(cc(Cl)c4cccnc34)C2)c1,·,?,?,·,?,
COc1ccc(S(=O)(=O)N2CCN(CC(=O)Nc3cccc(OC)c3)CC2)cc1,8%,3%,31%,3.8%,5%,
O=C(Nc1nnc(-c2ccc(Cl)cc2)o1)C1=COCCO1,2%,21%,i,1.1%,?,
O=C(NNc1nc2ccc(F)cc2s1)c1cccc(F)c1,-10%,77µM*,?,0.6%,?,
Oc1ccc(Cl)cc1-c1cc(C(F)(F)C(F)F)nc(-c2ccccc2)n1,-17%,-11%,0%,i,2%,
CCOP(=O)(OCC)c1nc(-c2ccc(C)cc2)oc1NCc1ccccc1,-10%,-6%,45%,0.1%,11%,
O=C(NCc1ccco1)c1cc(=O)c2ccccc2o1,-4%,-6%,-6%,2.1%,-1%,
O=C(Nc1ccc(F)cc1)N(CCCN1CCOCC1)Cc1cc2cc3c(cc2[nH]c1=O)OCCO3,2%,-2%,-18%,4.5%,2%,
O=C(COC(=O)C1CCN(C(=O)c2ccc(Cl)cc2)CC1)c1ccco1,7%,-3%,66%,i,2%,
CC1CCN(C(=O)c2ccc(CNc3c(N4CCCC4)c(=O)c3=O)cc2)CC1,0%,6%,59%,2.5%,?,
O=C(CN1CCN(C(C(=O)Nc2ccc(Cl)cc2C(F)(F)F)c2ccccc2)CC1)NC1CC1 (configuration not stated),4%,·,38%,i,-10%,
CC1=C(C(=O)Nc2ccc(C(=O)N3CCN(c4ccccc4F)CC3)cc2)SCCO1,10%,8%,16%,2.3%,1%,
Cc1c(CC(=O)O)c(=O)oc2c(C)c3occ(-c4ccc(F)cc4)c3cc12,20%,0%,6%,0.8%,2%,
Cc1ccsc1C(=O)C1CCCN(Cc2cn(C)nc2-c2ccccc2)C1 (configuration not stated),-4%,-12%,2%,0.0%,-2%,
Cc1cc2[nH]c(=O)c(=O)[nH]c2cc1S(=O)(=O)N1CCN(c2cccc(C(F)(F)F)c2)CC1,-16%,4%,16%,0.2%,-1%,
Cc1noc(C(=O)Nc2cc(Cl)ccc2O)c1Cl,0%,-2%,-1%,5.1%,5%,
CCC(C)(C(=O)NC1CCCCC1)N(Cc1cccs1)C(=O)c1ccc(=O)[nH]c1 (configuration not stated),-4%,-2%,-17%,1.7%,-5%,
CCOc1ccc(CN2CCC(n3nccc3NC(=O)C3CC3)CC2)cc1CO,2%,0%,-2%,i,7%,
Cc1c(CCO)c(=O)[nH]n1C(=O)c1ccc(F)cc1,-13%,-5%,4%,0.7%,4%,
OCCOCC#CCN1CCOCC1,3%,-6%,-4%,1.3%,0%,
COCc1ccc(CN2CCc3c([nH]c4ccccc34)C2CC(C)C)o1 (configuration not stated),-2%,-5%,51%,2.7%,17%,
N#C/C(=C\c1ccco1)C(=O)Nn1cnnc1,2%,7%,-3%,i,-6%,
Cc1nc(C)c(C(=O)OCC(=O)Nc2ccccc2)s1,8%,·,5%,5.0%,-5%,
O=C(COC(=O)c1ccccc1Br)Nc1ccc(F)cc1,-4%,-7%,?,0.9%,45%,
CN(C)C(=O)c1nc2ccc(Cl)cn2c1CN1CCCC(OCc2cccnc2)C1 (configuration not stated),2%,-7%,1%,0.0%,4%,
C=CCn1c(=O)c(C#N)cc2c(=O)n3ccccc3nc21,-18%,7%,-9%,2.1%,-8%,
CCc1cccc(OCC(=O)Nc2c[nH]c(=O)[nH]c2=O)c1,7%,6%,·,2.0%,1%,inhibitors of VEEV 10K pilot screen=1.2
